# Hep lipid drop = inhibitors of hepatocyte lipid droplet formation, primary screen, imaging, high-throughput imaging, BODIPY stain. inhibition, % at 6.5 µM. AML12 mouse hepatocytes, oleate lipid droplets. 240,000 tested, 0.4% active;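 active means lipid droplet intensity inhibited by at least 50%, with more than 500 cells counted; inconclusive means wells with under 300 cells, treated as cytotoxic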
#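 Assay system: AML12 mouse liver cells | Compound: 6.5 µM single-point dosing | Schedule: Overnight exposure | Technique: Fluorescence imaging, 20x objective, two fields per well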
# bCat nuc transl = modulators of beta-catenin nuclear translocation, primary screen, imaging, HeLa cells, immunofluorescence, high-content. nuclear translocation activity, % at 5 µM. 190,000 tested, 0.3% active. AID 1665, 2009;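 active means nuclear translocation activity above 50% at 5 µM, with a well cell count of 50 or more; inconclusive means wells under 50 cells across six images, flagged as toxic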;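 further: per-cell ratio of nuclear to cytoplasmic median beta-catenin stain intensity; plate controls were DMSO negative control for no effect and GSK-3 inhibitor IX positive control for full effect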
#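 assay system = human HeLa cells, endogenous beta-catenin | times = compound treatment 24 h, 37°C, 5% CO2 | detection = Anti-beta-catenin immunofluorescence on PFA-fixed, Triton-permeabilized cells, DAPI nuclei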
# WT yeast gro inh = growth inhibition of WT strain, primary screen, mitochondrial fusion inhibitor project, WT and mutant strains, chemical genetic | AID 1362, 2008 | 190,000 tested, 2.1% active | inhibition, % at 10 µM | mitochondrial fusion phenotypic screen; in the data active means inhibition above about 58%; tested in S. cerevisiae
# West Nile virus CPE = West Nile virus antiviral activity, cell-based, CPE readout (AID 1621); 290,000 tested, 0.02% active; West Nile virus-infected cells, CPE inhibition; higher % means a stronger effect; CPE inhibition, % at 10 µM, or IC50 in µM where a hit was titrated; in the data active means a potency from the dose series; inconclusive means CPE inhibition mostly from about 3.7% at the one dose, without a potency; inactive means the rest, 99 in 100 with CPE inhibition below about 2.2%; further: strong numbers were not always called active
# Autophagy HCS = autophagy modulators in MEF cells, primary screen, imaging, high-content, MEF GFP-LC3; MEF GFP-LC3 puncta imaging; test concentration mostly 10 µM; calls only at 10 µM (by protocol); 190,000 tested, 0.98% active; AID 463193, 2010;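 active means percentage of spot-positive cells more than 3 SD above its plate mean, without a fluorescence outlier flag or 80% toxicity; inconclusive means no clear call, values can overlap the other calls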;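 further: spot-positive cell cutoff set from DMSO-treated cells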
# Myeloid diff 2 = induction of myeloid progenitor differentiation, primary screen, cell-based, flow cytometry, MLPCN library; ER-HoxA9 myeloid progenitors, lysozyme-GFP differentiation; calls only at 10 µM; 360,000 tested, 1% active;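 active means normalized GFP-positive differentiation at or above the plate's own cutoff, the solvent-only control mean plus 3 SD; inconclusive means no clear call, values can overlap the other calls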;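 further: cells exposed to compound for four days before flow analysis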
# T cell modulator = modulators of CD8 T cell-vesicle binding, primary screen, mouse 2C CD8+ T cells, flow cytometry. calls only at 7 µM. 2C CD8+ T cell-vesicle binding; active compounds read low. 330,000 tested, 0.068% active;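 active means response, share of CD8 T cells binding vesicles, and their 90th percentile fluorescence all below set limits, cut at about 80% in these data, passing the limit was not always enough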
#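 Material: 2C TCR transgenic mouse naive CD8+ T cells, MACS-purified. Also added: QL9-charged Drosophila Ld/ICAM-1/B7-1 vesicles. Timing: binding 1.5 h at 37 °C. Measured by: high-throughput flow cytometry with anti-B7-1 and anti-CD8 staining. Read-out: percent CD8+ FL2 mean versus row control. Controls: Unloaded micro-vesicles (low), QL9 vesicles with 0.7% DMSO (high).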
# Ins promoter up = insulin promoter activators in MIN6 cells, imaging, high-content screening, mouse beta cells. MIN6 insulin promoter-GFP reporter; active compounds read high. z-score at 5 µM. 190,000 tested, 0.3% active;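 active means z-score above 3 at 5 µM with at least 500 cells counted in the well; inconclusive means wells under 500 cells, flagged as cytotoxic or low count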
# MT stabilize HCS = microtubule stabilizers in HeLa cells, primary screen, imaging, high-content imaging | HeLa tubulin immunostaining HCS, 24 h; share of cells brighter than vehicle mean+2SD | % tubulin-high responders, % at 10 µM | 200,000 tested, 0.83% active | AID 2205, 2009;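 active means plate Z-score above 3 for both tubulin-high and condensed-nucleus cell shares, with cell loss under 80%, at 10 µM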;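 further: anti alpha tubulin signal scored within the nucleus-defined area of each cell; some results filed as inactive read as strong as hits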
# WT yeast gro inh mutant strain = second read-out of WT yeast gro inh, no call of its own (marks repeat the call); inhibition, %; mitochondrial fusion phenotypic screen, mutant strain inhibition
# Ins promoter up cell count = further read-out of Ins promoter up, marked with its call; cell count; measured here: cytotoxicity, nuclei count;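 total cells summed across four imaged fields per well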
# Hep lipid drop cells 6.5 µM = also measured in Hep lipid drop; calls as there; cell count; measured here: cell count, cytotoxicity flag;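 cells counted across two imaged fields per well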
# bCat nuc transl cell count 5 µM = recorded beside bCat nuc transl, whose call it bears; cell count; measured here: cell count, cytotoxicity flag
# T cell modulator vesicle-bound % = further read-out of T cell modulator, marked with its call; double positive events, %; measured here: CD8+ vesicle-bound cell fraction;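 binding gate set so that unloaded-vesicle control wells show 10% double positive cells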
# MT stabilize HCS Hoechst-high % = also measured in MT stabilize HCS; calls as there; % Hoechst-high responders; measured here: nuclear condensation Hoechst responders;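 share of cells brighter than vehicle mean plus two SD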
# MT stabilize HCS cytotoxicity % = second read-out of MT stabilize HCS, no call of its own (marks repeat the call); toxicity, %; measured here: cytotoxicity by cell density;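 0% = mean cell density of plate MIN control wells and 100% = no cells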
# Autophagy HCS cell loss 18 h = also measured in Autophagy HCS; calls as there; toxicity, %; measured here: cell loss, nuclei count;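 cell loss after 18 h compound exposure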
# Myeloid diff 2 GFP+ MAC1+ % = also measured in Myeloid diff 2; calls as there; GFP+ MAC1+ double positive, %; measured here: differentiation confirmed by MAC1 staining
# * marks the source's active call; other numbers are inactive results; i = inactive; ? = inconclusive; . = no result given; + = active, no number.
SMILES,Hep lipid drop,Hep lipid drop cells 6.5 µM,bCat nuc transl,bCat nuc transl cell count 5 µM,WT yeast gro inh,WT yeast gro inh mutant strain,West Nile virus CPE,Autophagy HCS,Autophagy HCS cell loss 18 h,Myeloid diff 2,Myeloid diff 2 GFP+ MAC1+ %,T cell modulator,T cell modulator vesicle-bound %,Ins promoter up,Ins promoter up cell count,MT stabilize HCS,MT stabilize HCS Hoechst-high %,MT stabilize HCS cytotoxicity %
CN1CCN(C2CC(=O)N(c3ccc4c(c3)OCCO4)C2=O)CC1 (stereo not drawn),.,.,.,.,-5.5,-9.0,0.2%,i,11.0,i,0.1,i,68.0,0.71,991,3.3,2.4,4.2
COC(=O)c1c(-c2ccc(F)cc2)csc1NC(=O)c1ccco1,-34.6,762,1.7,1148,8.4,-1.0,-0.1%,i,-1.6,i,0.8,i,34.0,0,1215,1.6,1.0,0.8
Cc1ccc(NC(=O)c2c(C)nn(-c3ccccc3)c2Cl)c(C)c1,.,.,0.1,1287,13.9,-11.0,-0.2%,i,-6.9,i,0.2,i,29.7,0.89,1421,0.5,1.4,8.9
COC(=O)c1c(-c2ccc(F)cc2)csc1NC(=O)C1CCCO1 (stereo not drawn),-13.5,590,1.7,962,15.6,15.1,-0.1%,i,0.2,i,0.4,i,44.8,-0.36,1576,2.2,2.8,9.4
COc1ccc(C)cc1Nc1nc(N)c2ccccc2n1,16.2,850,.,.,.,.,-1.3%,.,.,i,0.4,i,35.3,.,.,.,.,.
CSc1ccccc1NC(=O)c1ccc(C)o1,3.9,743,6.1,1134,4.7,4.4,-0.1%,i,15.2,i,9.3,i,44.3,-0.07,1243,2.4,2.7,0.6
COc1ccc(NC(=O)C(CC(C)C)NC(=O)C2CCC(C)CC2)cc1 (stereo not drawn),4.1,835,.,.,.,.,-1.0%,.,.,i,0.4,i,42.2,.,.,.,.,.
Cc1c([N+](=O)[O-])c(C(=O)N2CCCC2)nn1C,.,.,-0.4,1406,13.6,13.7,0.0%,i,9.7,i,1.3,i,40.6,0.54,1433,2.8,1.7,7.0
CCCCN(C(=O)COc1ccc(C)cc1OC)c1c(N)n(CCC)c(=O)[nH]c1=O,-1.0,713,-0.6,1319,.,.,0.2%,.,.,i,0.3,i,11.3,0.09,890,.,.,.
CCN(CC)c1c(-c2ccccc2)c2cc(C)ccc2[nH]c1=O,-11.5,714,-1.6,1171,-6.0,5.4,0.2%,i,12.8,i,2.3,i,38.6,-1,1314,2.1,2.3,6.0
COc1ccc(S(=O)(=O)CC(=O)Nc2nnc(C(F)(F)F)s2)cc1,10.2,850,.,.,.,.,0.5%,.,.,i,0.7,i,17.2,.,.,.,.,.
C=CCNc1nc(N2CCCC2)nc2ccccc12,5.3,635,.,.,5.0,-10.3,.,i,6.5,i,2.6,i,15.2,-0.85,1249,3.0,2.3,24.9
O=C(CCN1C(=O)c2cccc([N+](=O)[O-])c2C1=O)Nc1nccs1,22.8,667,-1.7,1055,-2.1,-3.7,1.0%,i,3.5,i,0.9,i,45.5,-0.39,1235,2.1,1.9,2.0
COc1ccccc1CN(C)C(=O)c1cc(C)nc2ccccc12,0.9,791,.,.,.,.,-0.8%,.,.,i,1.1,i,30.4,.,.,.,.,.
CN(C)CCCN(C(=O)COc1ccc(Cl)cc1)c1nc2cc3c(cc2s1)OCO3,-2.5,844,.,.,.,.,1.5%,.,.,i,1.0,i,63.0,.,.,.,.,.
CCN(CC)S(=O)(=O)c1ccc(/C=C/C(=O)O)cc1,5.7,700,-1.9,1065,-12.2,3.2,0.5%,i,-7.2,i,0.3,i,54.2,-0.21,1269,4.8,1.9,7.7
CC(C)CC(=O)/C(=C/c1ccc(N(C)C)cc1)n1cncn1,1.5,779,.,.,.,.,-1.0%,.,.,i,0.2,i,32.4,.,.,.,.,.
Clc1cccc(-c2cc3nc4c(c(NCc5ccco5)n3n2)CCCC4)c1,.,.,2.7,1440,84.5,90.3,-0.7%,i,13.4,+,9.2*,i,20.1,-1.76,1171,2.4,1.7,1.3
O=C(CCCn1cc([N+](=O)[O-])cn1)Nc1cccnc1,-3.3,729,-0.4,1280,.,.,0.4%,.,.,i,0.7,i,44.1,-0.6,1095,.,.,.
Cc1cc(NC(=O)C(C)Oc2ccc(Cl)cc2Cl)no1 (stereo not drawn),10.7,762,.,.,.,.,0.0%,.,.,i,1.4,i,29.0,.,.,.,.,.
O=C(CNC(=O)c1ccccc1F)OCC(=O)N1CCCCC1,-22.2,583,-2.0,1115,-6.4,11.8,-0.4%,i,9.1,i,0.4,i,29.3,-0.17,1460,5.8,2.4,9.5
CC1(C)C(=O)NCCN1C(=O)CSc1nccc(-c2ccc(Br)cc2)n1,-17.0,719,-1.5,1199,-6.3,3.9,-0.9%,i,1.8,i,4.9,i,45.6,.,.,2.8,2.0,4.1
Cc1cc(C)n(-c2nc3c(c(=O)[nH]c(=O)n3C)n2CCc2ccccc2)n1,-5.8,791,-2.4,1113,6.6,4.3,0.0%,i,-10.6,i,0.8,i,51.8,-0.59,922,40.9*,18.8*,25.3*
COc1ccc(S(=O)(=O)N(C)CC(=O)N2CCN(C)CC2)cc1Cl,-2.0,858,.,.,.,.,-0.7%,.,.,i,0.3,i,75.0,.,.,.,.,.

# Grouped by structure, the entries above with an NH in an aromatic ring.
SMILES,Hep lipid drop,Hep lipid drop cells 6.5 µM,bCat nuc transl,bCat nuc transl cell count 5 µM,WT yeast gro inh,WT yeast gro inh mutant strain,West Nile virus CPE,Autophagy HCS,Autophagy HCS cell loss 18 h,Myeloid diff 2,Myeloid diff 2 GFP+ MAC1+ %,T cell modulator,T cell modulator vesicle-bound %,Ins promoter up,Ins promoter up cell count,MT stabilize HCS,MT stabilize HCS Hoechst-high %,MT stabilize HCS cytotoxicity %
CCCCN(C(=O)COc1ccc(C)cc1OC)c1c(N)n(CCC)c(=O)[nH]c1=O,-1.0,713,-0.6,1319,.,.,0.2%,.,.,i,0.3,i,11.3,0.09,890,.,.,.
CCN(CC)c1c(-c2ccccc2)c2cc(C)ccc2[nH]c1=O,-11.5,714,-1.6,1171,-6.0,5.4,0.2%,i,12.8,i,2.3,i,38.6,-1,1314,2.1,2.3,6.0
Cc1cc(C)n(-c2nc3c(c(=O)[nH]c(=O)n3C)n2CCc2ccccc2)n1,-5.8,791,-2.4,1113,6.6,4.3,0.0%,i,-10.6,i,0.8,i,51.8,-0.59,922,40.9*,18.8*,25.3*

# More entries follow:
SMILES,Hep lipid drop,Hep lipid drop cells 6.5 µM,bCat nuc transl,bCat nuc transl cell count 5 µM,WT yeast gro inh,WT yeast gro inh mutant strain,West Nile virus CPE,Autophagy HCS,Autophagy HCS cell loss 18 h,Myeloid diff 2,Myeloid diff 2 GFP+ MAC1+ %,T cell modulator,T cell modulator vesicle-bound %,Ins promoter up,Ins promoter up cell count,MT stabilize HCS,MT stabilize HCS Hoechst-high %,MT stabilize HCS cytotoxicity %
COc1ccccc1C1CC(=O)NC(C)=C1C(=O)OCC1CCCO1 (stereo not drawn),.,.,-2.1,1323,-9.3,0.0,0.1%,i,9.8,i,0.4,i,39.1,0.3,1613,2.3,1.5,7.1
Cc1ccc(-c2nn(-c3ccccc3)cc2CC(=S)N2CCOCC2)cc1,-5.2,832,.,.,.,.,-0.5%,.,.,i,0.5,i,30.1,.,.,.,.,.
COC(=O)c1sc(S(=O)(=O)N2CCCCC2)c(C(=O)OC)c1C,.,.,2.4,1268,-2.2,-3.1,1.2%,i,4.8,i,0.8,i,19.8,-0.42,1491,1.9,4.0,10.3
COc1cccc(/C=N\n2c(C)nnc2C)c1OC,.,.,-1.8,1468,-7.7,1.7,0.4%,i,2.7,.,.,i,44.3,-0.17,1676,4.0,2.4,5.2
CCCN1CCN(C2CCCCC2NS(=O)(=O)c2ccccc2)CC1 (stereo not drawn),-6.9,689,.,.,.,.,-0.2%,.,.,i,5.8,i,13.8,.,.,.,.,.
O=C(NNC(=O)c1cc(-c2ccccc2)nn1-c1ccccc1)c1ccccc1,-1.0,703,5.0,1033,-9.0,-23.2,-1.0%,i,3.6,i,0.2,i,28.8,0.71,1367,2.6,3.1,7.2
Cc1ccc2c(=O)cc(C(=O)Nc3ccc(S(=O)(=O)Nc4onc(C)c4C)cc3)oc2c1,24.9,759,.,.,.,.,-0.3%,.,.,i,0.3,i,5.4,.,.,.,.,.
COc1ccc(-n2ccnc2SCC(=O)NO)cc1,4.8,731,-0.7,1115,7.7,6.2,0.6%,i,6.7,i,0.4,i,38.2,0.15,1252,5.2,2.6,5.3
Cc1ncc(CN2CCCC(C(=O)Nc3ccc(-c4cccc(F)c4)cc3)C2)n1C (stereo not drawn),0.4,813,.,.,.,.,?,.,.,i,1.0,i,32.7,.,.,.,.,.
CC(C)c1nc2cc(Cl)ccc2n(Cc2ccccc2)c1=O,-5.7,751,.,.,.,.,0.6%,.,.,i,0.3,i,28.2,.,.,.,.,.
CC(=O)N/C(=N/c1nc(C)cc(C)n1)Nc1cccc(C)c1,-1.2,683,.,.,.,.,-0.2%,.,.,i,0.3,i,24.8,.,.,.,.,.
CCOC(=O)COc1nc2ccc(Br)cc2c(-c2ccccc2)c1C(C)=O,1.5,730,.,.,.,.,-0.1%,.,.,i,0.4,i,18.1,.,.,.,.,.
